TTR transcr act – activators of transthyretin transcription. SH-SY5Y TTR promoter Gaussia luciferase, luminescence; 100% = recombinant luciferase protein wells. activation, % at 16.7 µM. hit rate 1.3% among 92,000. AID 1117267;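 active means activation above the mean of all tested compounds plus 3 SD, cut at about 9.5% in these data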;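 further: cells exposed to compounds for one day before reading; 0% = median of all test compound wells on the plate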
* hit, by the source's call.

SMILES	TTR transcr act
O=C1N(c2ccccc2C(F)(F)F)O[C@]1(c1ccccc1)C1CCCCC1	2.7
CC(=O)NC(c1ccc(F)c(F)c1)c1nc(-c2ccccc2C)cs1 (configuration not stated)	-1.0
COc1ccc(NC(=O)c2nc(-n3nc(C)cc3C)ccc2Cl)cc1Cl	0.1
COCCNC(=O)C1(C)CCCN(C(=O)c2cccnc2SC)C1 (configuration not stated)	-0.7
CC(CCc1ccccc1)NCc1ccncc1 (configuration not stated)	-1.9
Cc1ccc(N(CC(=O)NC2CCCC2)C(=O)c2c(C)noc2C)cc1C	-0.4
Cc1cc(N2CCN(C)CC2)nc2ccc(NC(=S)NCCN3CCc4ccccc4C3)cc12	-0.5
CNC(=S)N(CCc1c(C)[nH]c2ccc(OC)cc12)Cc1cccnc1	0.1
COc1ccc(CCN(C)c2ccc(S(=O)(=O)N3CCCC3)cn2)cc1OC	-1.6
CC1Cc2ccccc2N1C(=O)COC(=O)c1ccc([N+](=O)[O-])o1 (configuration not stated)	-0.1

Next part; the last 4 above are carried over.
SMILES	TTR transcr act
Cc1cc(N2CCN(C)CC2)nc2ccc(NC(=S)NCCN3CCc4ccccc4C3)cc12	-0.5
CNC(=S)N(CCc1c(C)[nH]c2ccc(OC)cc12)Cc1cccnc1	0.1
COc1ccc(CCN(C)c2ccc(S(=O)(=O)N3CCCC3)cn2)cc1OC	-1.6
CC1Cc2ccccc2N1C(=O)COC(=O)c1ccc([N+](=O)[O-])o1 (configuration not stated)	-0.1
Oc1ccccc1C=Nc1ccccc1-c1nc2ccccc2[nH]1	-0.4
CCN1C(=O)[C@H]2[C@H]3CN=C(SCc4ccc(OC)cc4)N3[C@@](CC)(C(=O)OC)[C@H]2C1=O	-1.1
COCc1c(C#N)c(NCCc2ccccc2)nc(C)c1[N+](=O)[O-]	-0.9
Cc1nn(CC2CC2)c(=O)n1-c1ccc(C(C)C)cc1	0.3
COc1cccc(CNC(=O)CCCNC(=O)c2ccc(Cl)cc2)c1	0.2
O=C(CCCCCn1c(=S)[nH]c2ccccc2c1=O)N1CCOCC1	1.8
O=C(Nc1ccc2ccccc2c1)c1cnccn1	-0.2
COc1ccc(-c2cc(C(=O)NC(C)C)no2)cc1	-0.2
CC(C)CN1CCN(Cc2cccc3ncccc23)CC1CCO (configuration not stated)	0.8
CCOC(=O)c1cc(C#N)c(NCc2ccccc2)nc1C	1.4
CCN1C(=O)c2cccc3c(NC(=O)c4ccc(S(=O)(=O)N(C)C)cc4)ccc1c23	9.9*
COc1ccccc1C1=NC(c2ccc(F)cc2)N=C1C (configuration not stated)	-1.0
CCOC(=O)/C(N=O)=C(\O)C1CCN(C(=O)OCC)CC1	1.0
COc1ccccc1C(=O)Oc1cc(N)n(S(=O)(=O)c2ccccc2)n1	-3.4
CCOc1ccc(CN(C(=O)c2oc3cc(C)ccc3c2C)C2CCS(=O)(=O)C2)cc1 (configuration not stated)	0.8
CCCCN(CCCC)Cc1ccc(C(=O)NNC(=O)Nc2ccc(Cl)cc2)o1	-0.3
CSc1ncccc1C(=O)Nc1nc2ccc(S(C)(=O)=O)cc2s1	-1.0
Clc1ccc(-c2nnsc2SCc2ccccc2)cc1	-0.3
COc1ccc(CCNC(=O)CSc2nnc3ccc(-c4ccncc4)nn23)cc1	-0.8
O=Cc1cn(-c2ccccc2)nc1-c1cc2c(ccc3ccccc32)oc1=O	2.0
COc1ccc(S(=O)(=O)Nc2cccc3c2O[C@H](CN(C)C(=O)NC2CCCCC2)[C@@H](C)CN([C@H](C)CO)C3=O)cc1	0.5
Cc1ccnc(NC(=O)c2ccccc2[N+](=O)[O-])c1	1.5
COc1ccc(NC(=O)c2ccc(NC3CC(=O)N(c4ccc(C)cc4C)C3=O)cc2)cc1 (configuration not stated)	-3.2
C=CCOn1c(C)c(C(C)=O)c2c3nonc3ccc21	-0.5
CC(C)C(C#CC1CC1)N(Cc1ccc2c(c1)OCO2)C(N)=NC(=O)/C=C/c1cccc(C(F)(F)F)c1 (configuration not stated)	1.8
CC#CCN1c2ccccc2[C@]23C[C@@H](C(=O)OC)N(C(=O)c4ccco4)C2=NC(C(=O)OC)=C(C(=O)OC)[C@H]13	-3.3
COc1ccc(Cl)cc1NC(=O)C1CCCO1 (configuration not stated)	-1.7
CC(=O)N1CCc2c(sc(NC(=O)C3CCCCC3)c2C(N)=O)C1	-0.8
C[C@H]1[C@@H](NCc2cccs2)CC[C@@]23CCCN2C(=O)CCC[C@@H]13	0.6
COc1cccc(CN2C(=O)Nc3ccccc3C(=O)N2C(C)(C)C)c1	-1.8
COc1ccc(C(=O)NC(=O)CSc2n[nH]c(N)n2)cc1	0.4
COC(=O)[C@]12C[C@H](CC(=O)NCc3cccc(C(F)(F)F)c3)C(=O)N(CCC3=CCCCC3)C1=C[C@H](C1CCCC1)O[C@@H]2C	-0.2
O=C(COC(=O)c1ccccc1SCC(=O)NC1CCS(=O)(=O)C1)NC1CCS(=O)(=O)C1 (configuration not stated)	1.8
Cc1cccc(-c2nc(CN3CCCC(C(=O)NC4CCC(C)CC4)C3)c(C)o2)c1 (configuration not stated)	0.4
COc1ccc(-c2c(-c3ccc(OC)c(C)c3O)n[nH]c2C)cc1	-1.1
CCNC(=O)C1CC(=O)N(c2ccc(OCC)cc2)C1 (configuration not stated)	-1.5
CC(C)c1ccc(N(C(=O)c2ccco2)C(C(=O)NC2CCCC2)c2ccncc2)cc1 (configuration not stated)	-2.4
Cc1cnc(C)c(N2CCN(Cc3cn(C)nc3-c3cccc(Cl)c3)CC2)n1	-0.1
CCc1ccc(OCC(=O)O/N=C(\N)c2cccnc2)cc1	-0.4
COc1cccc(N2[C@@H](CC(=O)O)c3cc(C(F)(F)F)ccc3S2(=O)=O)c1	-1.9

Part of the list above in order of number of heavy atoms, highest first:
SMILES	TTR transcr act
CC#CCN1c2ccccc2[C@]23C[C@@H](C(=O)OC)N(C(=O)c4ccco4)C2=NC(C(=O)OC)=C(C(=O)OC)[C@H]13	-3.3
COc1ccc(NC(=O)c2ccc(NC3CC(=O)N(c4ccc(C)cc4C)C3=O)cc2)cc1 (configuration not stated)	-3.2
CCN1C(=O)[C@H]2[C@H]3CN=C(SCc4ccc(OC)cc4)N3[C@@](CC)(C(=O)OC)[C@H]2C1=O	-1.1
O=Cc1cn(-c2ccccc2)nc1-c1cc2c(ccc3ccccc32)oc1=O	2.0
COc1cccc(CN2C(=O)Nc3ccccc3C(=O)N2C(C)(C)C)c1	-1.8
CC1Cc2ccccc2N1C(=O)COC(=O)c1ccc([N+](=O)[O-])o1 (configuration not stated)	-0.1

Additional structures follow:
SMILES	TTR transcr act
COCOc1ccc(-c2cc(=O)c3c(O)cc(OCOC)cc3o2)cc1	-1.4
O=C(OCCC1Oc2cccnc2NC1=O)c1ccc(Cl)cc1 (configuration not stated)	-0.8
COc1ccccc1CNC(=O)C(NC(=O)C1CCCCC1)C(C)C (configuration not stated)	-1.0
OCCCC1CCCN(Cc2cn[nH]c2-c2ccc(F)cc2F)C1 (configuration not stated)	4.2
O=C(c1csc2ccccc12)N1CCCCCC1	0.6
O=C(c1ccccc1Cl)N(Cc1ccccc1F)N1C(=O)CCCC1=O	1.0
COc1ccccc1-c1c(NC(=O)C(C)C)n(C)c2ccccc2c1=O	-0.2
COc1ccc(CN2C(=O)[C@]3(NCCc4c3[nH]c3ccc(OC)cc43)c3cc(F)ccc32)cc1	5.0
Oc1ccc(/C=N/Nc2nccnc2Cl)cc1	-1.2
N#Cc1ccccc1OCC(=O)C1CC1	2.7
Clc1ccc(-c2nnc(-c3ccccc3)c(-c3ccccc3)n2)cc1	4.3
O=C(CCC(=O)Nc1ccccc1)N/N=C/c1ccccc1F	-1.3
CCCCOc1ccc(C(=O)n2ccc3ccc(-c4ccc5ccn(Cc6ccccc6)c5c4)cc32)cc1	0.3
Cc1cccc(NC(=O)C2CCN(S(=O)(=O)c3ccc4c(c3)NC(=O)CO4)CC2)c1C	0.7
CCn1nc(NC(=O)c2ccncc2)c2cc3cccc(C)c3nc21	-1.5
COc1cc(CCC(=O)OCC(=O)Nc2c(F)cccc2F)cc(OC)c1OC	0.7
COc1ccccc1N(CCC#N)C(=S)Nc1ccc(S(=O)(=O)N2CCOCC2)cc1	3.4
O=C(OC1CO[C@H]2O[C@@H]1[C@H](OC(=O)c1ccccc1)[C@H]2OC(=O)c1ccccc1)c1ccccc1 (some centres not stated)	-0.5
COc1ccccc1S(=O)(=O)N(C)C[C@H]1OCc2cnnn2CCCC(=O)N([C@H](C)CO)C[C@H]1C	0.8
CC(=O)c1ccc(NC(=O)N2CCN(c3ccc(C)cc3)C(C)C2)cc1 (configuration not stated)	-0.4
CC1=C(C(=O)Nc2ccccc2)C(c2cc(CN3CCOCC3)cs2)C2=C(CCCC2=O)N1 (configuration not stated)	-0.6
CCOC(=O)N1CCN(c2nc(N(c3ccccc3)c3ccccc3)nc(-n3ccnc3)n2)CC1	-1.3
Cc1noc(C)c1NC(=O)N(C)C[C@H]1OCCCC[C@@H](C)Oc2ccc(NC(=O)Nc3ccc(F)cc3)cc2C(=O)N([C@@H](C)CO)C[C@H]1C	-0.2
Cc1cc(/C=c2/sc3nc4ccccc4n3c2=O)c(C)n1-c1ccccn1	0.9
CCOc1ccc(OCC)c(-c2c(=O)n(OCc3ccccc3C(=O)OC)c3ccccc3[n+]2[O-])c1	3.6
COc1ccc(NS(=O)(=O)c2cccc(C(=O)NCC(c3ccc(OC)cc3)N3CCOCC3)c2)cc1 (configuration not stated)	0.0
COc1cc(/C=N/Nc2ccc(C(=O)O)cc2)cc(OC)c1OC	-0.1
COc1ccc(C(C(=O)NCC2CCCO2)N(C(=O)CNC(=O)c2ccco2)c2cc(C)cc(C)c2)cc1OC (configuration not stated)	0.5
C/C(=N/N1CCN(c2ccccn2)CC1)c1ccc([N+](=O)[O-])cc1	-1.6
c1ccc(-c2ncc3c(ccc4ccccc43)n2)cc1	-1.3
Cc1cccc(C(CC(=O)N2CCCCC2)c2ccccc2)c1O (configuration not stated)	-0.6
CCN(CC)c1nc(-c2ccccc2)ncc1S(=O)(=O)c1ccc(C)cc1	5.0
OCCCn1c(CCNc2nc(-c3ccc(F)cc3)cs2)nc2cc(C(F)(F)F)ccc21	-0.5
COc1ccc(OCC(O)CN(CCO)CC(O)Cn2ccc3ccccc32)cc1 (configuration not stated)	-1.4
CCOC(=O)c1nc(Nc2ccc(N3CCC(C)CC3)cc2)c2ccccc2n1	-3.1
CCOC(=O)c1sc(=S)n(-c2ccccc2Cl)c1C	-1.5
COc1ccc(CN2C(=O)CN(S(C)(=O)=O)CC2(C)c2nnnn2C2CCCCC2)cc1 (configuration not stated)	0.8
COc1ccc(NC(=O)Nc2ccc(C)cc2Br)c(OC)c1	0.3
C=CCn1c(N)cc(=O)nc1SCC(=O)Nc1ccccc1	0.8
O=P(CCCCCCCCCP(=O)(c1ccccc1)c1ccccc1)(c1ccccc1)c1ccccc1	-4.2
CS(=O)(=O)N(CCc1ccccc1)CC(=O)N1CCN(Cc2ccc3c(c2)OCO3)CC1	-2.3
COCC1CCN(Cc2nc(Cc3ccccc3Cl)no2)CC1	-0.5
Cc1ccc(C(=O)O)cc1Nc1ncnc2sc3c(c12)CCC3	1.5
Nc1nc(Sc2ncccc2[N+](=O)[O-])n[nH]1	0.9
Cc1ccc2c(c1)C(O)(C1COC(C)(C)CC1=O)C(=O)N2C (configuration not stated)	0.3
O=C(c1sc2cc(Cl)ccc2c1Cl)N1CCN(CCc2ccccn2)CC1	-1.3
O=C1CC(c2ccc(F)c(Br)c2)C2=C(CCCC2=O)N1 (configuration not stated)	2.9
COc1ccc(C(=O)OCC(=O)NCC2CCCCC2)cc1F	-0.2
c1ccc2c(C[C@@H]3CNCCN3CC3CCCCC3)cccc2c1	0.1
C#CCOCCOCCOCCNc1nc(N2CCN(C(=O)[C@H]([C@@H](C)CC)n3cc([C@@H](N)CC(C)C)nn3)CC2)nc(N2CCN(C(=O)[C@H](Cc3ccc(O)cc3)n3cc([C@@H](N)C(C)CC)nn3)CC2)n1 (some centres not stated)	0.3

The list continues.
SMILES	TTR transcr act
COc1ccccc1Cc1c(-c2cccc(Br)c2)nc2ccc(Cl)cn12	-0.5
O=C(CC12CC3CC(CC(C3)C1)C2)NCC(=O)N1CCc2ccccc2C1	-0.4
COc1ccccc1CNC(=O)[C@H](C)NC(=O)[C@@H]1Cc2ccccc2CN1	0.0
Cc1nn(-c2ccc(F)cc2)c2sc(C(=O)N3CCCCCC3)cc12	-1.7
CCCSC1=C(C#N)C2(CCCCC2)C(C#N)=C(N)N1	-2.5
N=c1sccn1CC(=O)Nc1cccc(S(N)(=O)=O)c1	-0.8
C#CCOC(=O)C[N+](C)(C)CC=C	3.8
O=C(Cc1cccs1)N1CCN=C1SCc1ccccc1F	0.5
O=C(CC[C@H]1O[C@@H](n2cnc3c(NC(=O)c4ccccc4)ncnc32)[C@H](O)[C@@H]1O)NCC1CCCCC1	4.7
CCOC(=O)c1sc(/S(C)=N\S(=O)(=O)c2cccc(Cl)c2)c2c1CCC=C2 (configuration not stated)	2.4
COC(=O)[C@H](Cc1ccccc1)NC(=O)Nc1ccc(OC)cc1	0.1
CC1=C(C(=O)Nc2ccccn2)C(c2ccc(Cl)cc2)NC(=S)N1 (configuration not stated)	0.7
Cc1ccc(NS(=O)(=O)c2cccc(C(=O)Nc3cccnc3)c2)c(C)c1	-1.0
COCCN(C)C(=O)CC1C(=O)NCCN1CC(c1ccccc1)c1ccccc1 (configuration not stated)	-0.4
COCC(=O)N1CCCC(C(=O)c2ccc(-c3ccccc3)c(F)c2)C1 (configuration not stated)	1.7
COc1cc(S(=O)(=O)NCCCn2ccnc2)ccc1F	-0.2

Two entries from above, as comma-separated lines.
SMILES,TTR transcr act
Cc1ccc(NS(=O)(=O)c2cccc(C(=O)Nc3cccnc3)c2)c(C)c1,-1.0
COCCN(C)C(=O)CC1C(=O)NCCN1CC(c1ccccc1)c1ccccc1 (configuration not stated),-0.4

Copied from the list:
COCC(=O)N1CCCC(C(=O)c2ccc(-c3ccccc3)c(F)c2)C1 (configuration not stated) | TTR transcr act: 1.7
COCCN(C)C(=O)CC1C(=O)NCCN1CC(c1ccccc1)c1ccccc1 (configuration not stated) | TTR transcr act: -0.4
COc1cc(S(=O)(=O)NCCCn2ccnc2)ccc1F | TTR transcr act: -0.2

Screening results: PubChem, The Scripps Research Institute Molecular Screening Center

Only part of the results is shown, so the mix of outcomes need not match the whole.
